High-throughput results (PubChem)
CXCR6 inh – blocks human CXCR6 beta-arrestin recruitment; O00574; CHO-K1 PathHunter CXCR6 beta-arrestin, luminescence; inhibition, % at 20 µM; hit rate 0.36% among 360,000; AID 602244; in the data active = inhibition above about 34%, passing the limit was not always enough;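 note: antagonist mode with CXCL16 agonist at 10 nM final; 0% = 10 nM CXCL16 with DMSO and 100% = unstimulated wells without agonist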
Target sequence (O00574 whole entry, looked up): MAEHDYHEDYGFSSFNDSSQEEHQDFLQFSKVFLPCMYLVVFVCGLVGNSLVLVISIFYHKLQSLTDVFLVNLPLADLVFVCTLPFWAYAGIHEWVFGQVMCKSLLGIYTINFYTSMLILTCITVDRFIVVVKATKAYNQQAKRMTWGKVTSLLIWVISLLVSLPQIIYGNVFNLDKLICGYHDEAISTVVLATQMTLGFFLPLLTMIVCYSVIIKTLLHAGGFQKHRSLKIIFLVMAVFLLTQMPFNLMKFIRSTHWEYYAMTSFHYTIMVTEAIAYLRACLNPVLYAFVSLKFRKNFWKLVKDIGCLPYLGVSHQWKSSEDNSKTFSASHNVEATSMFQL
UPR CHOP act – activators of apoptotic arm of unfolded protein response (CHOP) | CHO-CHOP luciferase reporter, UPR activation, luminescence; percent of tunicamycin response over DMSO baseline | activation, % at 10 µM | hit rate 0.34% among 330,000 | AID 449763;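 active = at 10 µM dose, activation of 40% or more, normalized to positive control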;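 note: 100% = tunicamycin at 10 µg/mL and 0% = DMSO alone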
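Material: CHO-CHOP cells, stable luciferase reporter of PERK-eIF2a-CHOP signalling; quantity: 500 reporter cells seeded per well; buffer or medium: F12 medium containing 10% fetal bovine serum; compound: one dose, 10 µM in 0.5% DMSO; incubation: 6 h compound treatment, 37 °C; measured by: Steady-Glo luciferase luminescence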
Mdm2-MdmX inh – inhibitors of human Mdm2/MdmX interaction. O15151+Q00987. SaOS-2 split-luciferase Mdm2/MdmX complementation, luminescence. inhibition, % at 8 µM. hit rate 3% among 330,000. AID 485346;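 active = inhibition of at least 50% at 8 µM in the primary screen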
APJ agonist – activates the human apelin receptor APJ | CHO-K1 APJ PathHunter beta-arrestin, luminescence; 0% DMSO wells, 100% apelin | activation, % at 20 µM | hit rate 0.11% among 330,000 | AID 2520;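 active = activation more than six SD over the plate average, tested at 20 µM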;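 note: 0% = DMSO alone and 100% = apelin-13 at 10 nM; some results filed as inactive read as strong as hits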
Target sequence (P35414 whole entry, looked up): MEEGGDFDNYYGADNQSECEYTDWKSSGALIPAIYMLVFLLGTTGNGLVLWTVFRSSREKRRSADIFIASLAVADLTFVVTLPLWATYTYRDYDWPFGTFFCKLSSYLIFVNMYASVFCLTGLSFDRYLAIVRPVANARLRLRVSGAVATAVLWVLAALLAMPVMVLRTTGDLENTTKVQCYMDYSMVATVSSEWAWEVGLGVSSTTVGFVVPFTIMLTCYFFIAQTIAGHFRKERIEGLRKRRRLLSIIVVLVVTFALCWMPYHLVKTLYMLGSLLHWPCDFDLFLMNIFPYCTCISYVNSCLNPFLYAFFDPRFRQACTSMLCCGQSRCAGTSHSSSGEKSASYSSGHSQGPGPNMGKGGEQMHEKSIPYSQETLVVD
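assay system = CHO-K1 APJ beta-arrestin complementation cell line | input = cell density 1000 per well | dosing = compound 20 µM once, DMSO 1% | timing = compound 90 min 25 °C, reagent 1 h | measured by = luminescence from split beta-galactosidase complementation, Galacton Star/Emerald II substrate | read-out basis = APJ agonist activity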
APJ antagonist – antagonists of human APJ apelin receptor. AID 2521. inhibition, % at 20 µM. hit rate 0.32% among 330,000. CHO-K1 APJ beta-arrestin complementation, luminescence. P35414;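 active = inhibition above about 40% at 20 µM, limit read from the data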;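 note: cells challenged with 10 nM apelin-13 agonist together with compound; plate controls were apelin-13 plus DMSO wells for no effect and DMSO wells lacking apelin-13 for full effect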
UPR XBP1 act – activators of adaptive arm of unfolded protein response (XBP1); activation, % at 20 µM; AID 463104; CHO-XBP1 luciferase reporter, IRE1-XBP1 UPR activation, luminescence; percent of tunicamycin response, DMSO as zero; hit rate 0.33% among 330,000;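 active = versus positive control, 20 µM dose yields 30% or more activation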;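 note: 100% = tunicamycin at 10 µg/mL and 0% = DMSO only wells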
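Assay system: CHO-XBP1 luciferase reporter cells; Schedule: 6 h treatment, 37 °C; Detection: glow luminescence from Steady-Glo reagent; Benchmarks: high control tunicamycin 10 µg/mL final, low control DMSO vehicle only.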
CCR6 antag – CCR6 (human) receptor antagonism; inhibition, % at 20 µM; P51684; hit rate 0.49% among 340,000; CHO-K1 CCR6 PathHunter beta-arrestin, luminescence, CCL20-stimulated;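 active = compounds whose inhibition of the agonist-driven luminescence signal at 20 µM reaches about 50%, limit read from the data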;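 note: cells stimulated with CCL20 at 14 nM final; plate controls were DMSO with CCL20 for no effect and DMSO without agonist for full effect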
EBI2 antag – blocks human EBI2 receptor beta-arrestin signaling; EBI2 beta-arrestin recruitment, luminescence, 7a,25-OHC stimulated; hit rate 0.81% among 360,000; P32249; inhibition, % at 5 µM; AID 651636; in the data active = inhibition above about 38%;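 note: enzyme fragment complementation signal reports receptor beta-arrestin coupling in cells; 0% = agonist plus DMSO wells and 100% = wells without agonist; some results beyond the cut were filed as inactive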
Target sequence (P32249 whole entry, looked up, the tested form may be a part): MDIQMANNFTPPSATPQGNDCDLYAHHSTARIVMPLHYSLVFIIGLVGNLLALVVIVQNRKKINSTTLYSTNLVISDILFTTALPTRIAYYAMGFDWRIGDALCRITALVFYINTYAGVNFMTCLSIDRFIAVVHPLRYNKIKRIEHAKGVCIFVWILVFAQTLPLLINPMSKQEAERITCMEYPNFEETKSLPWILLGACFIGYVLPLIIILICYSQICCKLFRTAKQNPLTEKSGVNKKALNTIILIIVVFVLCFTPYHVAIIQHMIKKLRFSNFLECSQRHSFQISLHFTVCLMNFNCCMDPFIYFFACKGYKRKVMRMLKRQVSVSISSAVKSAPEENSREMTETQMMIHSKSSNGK
tim23-1 inh – tim23-1 yeast growth inhibition; S. cerevisiae tim23-1 growth, BacTiter-Glo luminescence, 24 h; inhibition, % at 20 µM; hit rate 1.3% among 330,000; AID 463212;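 active = growth inhibition of the mutant yeast at or above 50%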;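 note: temperature-sensitive mutant grown at 25 °C; plate controls were DMSO-treated mutant yeast for no effect and medium wells lacking yeast for full effect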
* = called active by the depositor; / = not tested or not shown. Not all compounds are listed; the hit share may differ from the screen's.

SMILES	CXCR6 inh	UPR CHOP act	Mdm2-MdmX inh	APJ agonist	APJ antagonist	UPR XBP1 act	CCR6 antag	EBI2 antag	tim23-1 inh
CCC(=O)Nc1cccc(-n2nnnc2SCC(=O)N(C(C)C)C(C)C)c1	0	1.6	-4	-2	-7	-2	-10	-5	13
COCCN(Cc1cc2cc(C)cc(C)c2nc1Cl)C(=O)Nc1ccccc1	5	1.5	45	-4	-12	-1	13	12	23
CCOc1ccccc1N(C(=O)CNS(=O)(=O)c1ccccc1)C(CC)C(=O)NCc1ccco1 (configuration not stated)	-6	-0.4	1	0	9	-1	5	-6	10
O=C1/C(=C/c2ccc(F)cc2)SC(=S)N1NS(=O)(=O)c1ccccc1	5	0.2	20	-2	6	-3	13	-10	41
Cc1ccc(S(=O)(=O)NCC(c2ccccc2)N2CCN(CCC#N)CC2)cc1 (configuration not stated)	-4	-0.4	-20	-2	3	-4	9	-17	-1
O=C(Cn1nc(-c2ccccc2)ccc1=O)NCC1CCCO1 (configuration not stated)	2	-0.7	-7	-3	15	-3	-7	-4	24
CCOC(=O)c1[nH]cnc1C(=O)N[C@@H](C)c1ccccc1	0	3.0	16	0	3	-2	7	6	0
Cc1c(NC(=O)OCCNC(=O)Nc2ccccc2)sc(=S)n1C	-8	-3.2	13	-4	11	2	8	-11	13
O=C(NNC(=O)c1ccncc1)Nc1cccc(C(F)(F)F)c1	-3	2.6	33	-4	-4	-5	17	-8	6
Cc1cc(C)cc(NC(=O)C(NCCN2CCOCC2)c2ccccc2)c1 (configuration not stated)	6	-0.9	-14	-3	9	-1	-2	-4	6
COc1ccc2cc(CN(CCCN3CCOCC3)Cc3nnnn3C3CCCC3)c(=O)[nH]c2c1	-9	-1.1	-7	-3	8	-1	4	-5	10
O=C(CCCSc1nc2ccccc2[nH]1)NC1=NCCS1	2	0.6	-11	5	17	-1	-6	-5	-8
C/C(=N\NC(=O)c1nnn(-c2nonc2N)c1CSc1ccccc1)c1ccc2c(c1)OCO2	2	-0.6	54*	2	5	-1	-8	-14	-17
N#Cc1ccc(Cn2ccnc2C(=O)Nc2ccccc2)cc1	-2	1.2	-20	0	4	4	-3	4	2
CC(=O)C1=C(C)OC(N)=C(C#N)C1c1cc2cccc(C)c2nc1Cl (configuration not stated)	2	-0.4	21	7	3	-2	18	-6	32
C=CCN1CCN(C(=O)CSc2ccccc2)CC1	-8	2.8	3	1	-6	-2	9	10	-2
CCC(C)(C)NC(=O)CC(c1ccc(OC)cc1)n1cccc1 (configuration not stated)	0	-1.9	11	-4	3	-3	29	-7	12
Cc1c(C(=O)CN2CCCC(C)(C)C2)c2ccccc2n1C	-4	0.8	4	-5	7	-3	-3	-9	26
Cc1ccc(NC(=S)Nc2ccc3cn[nH]c3c2)cc1C	8	0.3	0	-2	-8	3	2	-13	7
CS(=O)(=O)Nc1ccc(-c2cc(/C=C3\SC(N)=NC3=O)c[nH]c2=O)cc1	2	-1.5	10	7	14	-3	8	2	-14
Cc1cccc(CSC(=N)N)c1	3	-1.1	-15	-2	3	1	18	-7	9
CN(C)c1ccc(C(=O)Nc2ccc(S(=O)(=O)NC3=NCCCCC3)cc2)cc1	2	4.4	-6	-1	-12	1	9	-8	7
COc1ccc(NC(=O)CC(C)CC(=O)NCc2ccc(F)cc2)c(OC)c1 (configuration not stated)	-4	-1.1	-13	-1	6	-3	3	-6	5
Cc1ccc(S(=O)(=O)/N=C(/c2ccc(F)cc2)N2CCCC2)cc1	-1	-6.5	-47	1	-2	6	13	4	25
Cc1cccc(N2CCN(C(=O)Cn3nc(Cc4ccncc4)c4ccccc4c3=O)CC2)c1C	0	0.4	-7	-1	11	1	-5	9	29
COc1cc(C(=O)NCC(c2cccs2)N2CCOCC2)cc(Br)c1OCc1ccccc1 (configuration not stated)	10	0.2	51*	0	5	0	18	24	-9
CC(=O)NC1=NN(C(C)=O)C(C)(CCS(=O)(=O)c2ccc(Br)cc2)S1 (configuration not stated)	-1	1.1	7	0	5	-3	12	-13	3
CC(C)Nc1c([N+](=O)[O-])c(=O)oc2ccccc12	-4	-0.1	19	-6	-2	2	12	-1	-10
CCOC(=O)/C(=N\Nc1ccccc1Cl)N(C)C1CCCCC1	-3	2.9	-5	-2	5	3	2	6	-8
COc1ccc(CC(=O)Nc2ccc(S(=O)(=O)N3CCOCC3)cc2)cc1	-6	-0.9	-22	0	-11	-4	-5	-1	15
Cc1ccc(NC(=O)C2CCCN2C(=O)Oc2ccccc2)cc1 (configuration not stated)	-7	-1.8	10	0	17	-1	9	-2	19
CC(C)(C)NC(=O)NC(=O)CSc1ncn[nH]1	-5	0.6	-8	-4	-17	-3	14	2	3
Cc1cc(N2C(=O)C(O)=C(C(=O)c3cccs3)C2c2ccccc2)no1 (configuration not stated)	1	-0.8	1	-1	2	-2	6	-3	-5
O=c1[nH]c(Nc2nc3ccccc3o2)nc2c1CCCC2	13	30	100*	-9	22	-1	14	-3	35
CCOc1ccc(NC(=S)N2CCN(c3ccc(N4CCOCC4)nn3)CC2)cc1	8	-1.9	7	-2	4	0	16	26	-24
CCOc1ccc(C(=O)OCC(=O)NCC2CCCO2)cc1 (configuration not stated)	-13	1.2	-1	-3	0	-2	0	-8	-13
COc1ccc(N2CCN(C(=O)CN(C)S(=O)(=O)c3cc(C)ccc3OC)CC2)cc1	4	0.2	-3	1	7	0	-16	-10	15
CC1CCCCC1NC(=O)CNC(=O)c1ccco1 (configuration not stated)	1	1.4	2	7	-58	0	3	4	-2
CC(OC(=O)C1CSC2(C)CCC(=O)N12)C(=O)Nc1cccc(C#N)c1 (configuration not stated)	-2	0.0	0	-4	14	1	4	7	18
CC(=O)Nc1ccc(/C(C)=N/NC(=O)c2ccc(COc3ccccc3Cl)o2)cc1	-8	0.5	11	-5	7	2	0	-7	7
Nc1nc(NCC2CCCO2)nc(Nc2ccc(F)cc2)c1[N+](=O)[O-] (configuration not stated)	-5	-0.4	-21	0	4	0	5	16	9
Cc1c(CNCCCc2ccccc2)c(C(=O)O)c(C)n1Cc1ccccc1	5	0.0	17	-4	-1	-4	3	5	15
CCN(CC)CCCCCCCCOC(=O)c1cc(OC)c(OC)c(OC)c1	-6	-2.8	50*	2	11	-5	5	-2	-3
O=C1CN(C(=O)c2cccs2)c2ccccc2N1	1	-1.2	13	-5	2	1	-1	5	3
Cc1[nH]n(-c2nc(-c3ccccc3F)cc(=O)[nH]2)c(=O)c1CCO	6	0.7	6	-3	7	-5	10	-6	-19
CCC1CCCCN1CCCNC(=O)c1ccc2c(c1)c(C)c(C)n2C (configuration not stated)	1	-1.0	18	4	18	-1	-4	0	4
CCCCC(c1nnnn1C1CCCC1)N1CCN(C2CCCC2)CC1 (configuration not stated)	0	1.6	6	1	5	-4	21	-5	-14
Cc1ccn(S(=O)(=O)c2ccc(N3CCCC3=O)cc2)n1	-4	0.4	14	1	-18	5	16	3	-3
CN1CCN(C(=S)C(=O)NCc2ccccc2)CC1	2	-1.6	16	0	2	-2	4	1	-3
Clc1cccc(/C=N\Nc2nccs2)c1	1	6.2	-110	1	2	4	-2	-2	47
Next structures follow:
SMILES	CXCR6 inh	UPR CHOP act	Mdm2-MdmX inh	APJ agonist	APJ antagonist	UPR XBP1 act	CCR6 antag	EBI2 antag	tim23-1 inh
COCCCNC(=O)c1ccc2c(=O)n(C3CCCC3)c(=S)[nH]c2c1	-2	0.2	-10	-6	2	1	12	-3	12
O=C(COc1ccccc1Cl)c1ccc2c(c1)CCCC2	-2	1.5	-151	-1	-6	1	11	8	-5
COC(=O)Nc1ccc(S(=O)(=O)N2CCCC(C(=O)O)C2)cc1 (configuration not stated)	-7	1.3	0	-2	-9	2	-21	10	2
NC(=O)c1cc(S(=O)(=O)N2CCCC2)ccc1OCc1ccc(F)cc1	2	-1.0	21	-1	-7	-4	2	1	-5
c1ccc(-c2ccc(-c3csnn3)cc2)cc1	-4	4.5	-20	0	2	6	7	-2	15
CCCCCCOC(=O)CCn1[nH]c(=O)c2ccccc2c1=O	2	-0.3	21	-10	-9	-1	1	-1	2
O=C1CC2(CCCC2)C(=O)N1c1ccc(S(=O)(=O)NCC2CC2)cc1Cl	-7	1.1	9	2	3	-2	0	0	-1
CN(Cc1ccccc1)c1ncnc2ccc(Br)cc12	0	-3.6	57*	-2	3	0	12	9	44
Nc1nc(CSc2nc3ccccc3s2)nc(N2CCCCC2)n1	11	4.9	-11	-5	19	4	16	7	2
CC(=O)NC(CC(=O)Nc1ccc(S(=O)(=O)N2CCCC2)cc1)c1ccccc1 (configuration not stated)	2	-0.2	12	-1	-9	0	5	-2	18

5 compounds already listed, sorted by formula weight, lowest first:
SMILES	CXCR6 inh	UPR CHOP act	Mdm2-MdmX inh	APJ agonist	APJ antagonist	UPR XBP1 act	CCR6 antag	EBI2 antag	tim23-1 inh
c1ccc(-c2ccc(-c3csnn3)cc2)cc1	-4	4.5	-20	0	2	6	7	-2	15
O=C(COc1ccccc1Cl)c1ccc2c(c1)CCCC2	-2	1.5	-151	-1	-6	1	11	8	-5
Nc1nc(CSc2nc3ccccc3s2)nc(N2CCCCC2)n1	11	4.9	-11	-5	19	4	16	7	2
NC(=O)c1cc(S(=O)(=O)N2CCCC2)ccc1OCc1ccc(F)cc1	2	-1.0	21	-1	-7	-4	2	1	-5
CC(=O)NC(CC(=O)Nc1ccc(S(=O)(=O)N2CCCC2)cc1)c1ccccc1 (configuration not stated)	2	-0.2	12	-1	-9	0	5	-2	18

Following part
SMILES	CXCR6 inh	UPR CHOP act	Mdm2-MdmX inh	APJ agonist	APJ antagonist	UPR XBP1 act	CCR6 antag	EBI2 antag	tim23-1 inh
O=C(N/N=C/c1ccc([N+](=O)[O-])o1)c1cn2ccc3ccccc3c2n1	-15	5.3	82*	6	-45	1	-1	-3	74*
CC1(C)CC(=O)C(C(=O)Cc2ccccc2[N+](=O)[O-])C(=O)C1	-1	-2.4	4	2	5	1	-6	1	13
CNC(=O)/C(=C\c1ccc([N+](=O)[O-])cc1)NC(C)=O	-8	-0.7	-9	0	-3	-1	10	-12	15
CCCCOC(=O)NS(=O)(=O)c1sc(CC(C)C)cc1-c1ccc(Cn2c(CC)nc3c(C)cc(C)nc32)cc1	/	12	89*	0	6	29	/	/	21
O=C(C1Cc2ccccc2CN1S(=O)(=O)c1ccc(F)cc1)N1CCCCCC1 (configuration not stated)	-1	0.1	7	-5	11	-1	0	-5	33
CCCS(=O)(=O)c1c(S(=O)(=O)CCC)c2ccc(C(N)=O)cn2c1C(=O)c1ccc(F)cc1	-3	0.4	-1	-3	-4	-2	-1	2	12
O=C(NCCCn1ccnc1)c1cc(-c2cccc(O)c2)on1	6	1.5	6	-3	10	0	2	0	-21
O=C(Nc1ccncc1)c1cc(S(=O)(=O)N2CCCCC2)ccc1Cl	-21	0.2	21	-1	-1	-4	9	-13	0
CC(=O)Nc1ccc(-c2csc(N/N=C(/C)c3ccccc3)n2)cc1	-19	6.3	-4	5	-30	4	-12	1	31
